High-throughput results as filed in PubChem.
FBW7 act: FBW7 E3 ligase activators, primary screen, biochemical, AlphaScreen, human. F-box/WD repeat-containing protein 7 (Homo sapiens), Q969H0. AlphaScreen FBW7–phospho-cyclin E peptide binding, activator screen. normalized activity (activation), % at 26.1 µM. actives 0.13% (n = 650,000). AID 1259310, 2017; in the data active = normalized activity above about 1.9%;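 also: purified mutant Fbw7 with reduced substrate affinity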
GPR151 activ: activators of human GPR151, primary screen, cell-based, PathHunter beta-arrestin, luminescence | AID 1508602, 2020 | actives 1% (n = 650,000) | G-protein coupled receptor 151 (Homo sapiens), Q8TDV0 | PathHunter beta-arrestin GPR151 cells | activation, % at 11.2 µM; in the data active = activation above about 4.9%;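 also: 0% = median of compound wells and 100% = cells with positive control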
Target sequence (Q8TDV0 whole entry, looked up): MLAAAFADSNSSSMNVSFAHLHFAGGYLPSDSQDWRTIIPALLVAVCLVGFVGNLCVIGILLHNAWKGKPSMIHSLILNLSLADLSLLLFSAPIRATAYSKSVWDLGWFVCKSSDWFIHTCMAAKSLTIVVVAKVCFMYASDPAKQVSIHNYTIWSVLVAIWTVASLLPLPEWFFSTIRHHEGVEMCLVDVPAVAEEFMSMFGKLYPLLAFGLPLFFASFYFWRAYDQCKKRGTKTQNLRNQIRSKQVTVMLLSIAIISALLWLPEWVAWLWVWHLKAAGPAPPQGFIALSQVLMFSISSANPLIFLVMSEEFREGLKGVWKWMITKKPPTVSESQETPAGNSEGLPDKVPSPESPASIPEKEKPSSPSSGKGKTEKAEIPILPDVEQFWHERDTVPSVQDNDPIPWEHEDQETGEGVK
MITF primary: MITF inhibitors, primary screen, biochemical, AlphaScreen, human | AlphaScreen MITF homodimerization, bead proximity signal | inhibition, % at 2.6 µM | actives 0.91% (n = 650,000) | AID 1259374, 2018; in the data active = inhibition above about 50%;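 also: 0% = vehicle wells with protein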
Target sequence (O75030 whole entry, looked up): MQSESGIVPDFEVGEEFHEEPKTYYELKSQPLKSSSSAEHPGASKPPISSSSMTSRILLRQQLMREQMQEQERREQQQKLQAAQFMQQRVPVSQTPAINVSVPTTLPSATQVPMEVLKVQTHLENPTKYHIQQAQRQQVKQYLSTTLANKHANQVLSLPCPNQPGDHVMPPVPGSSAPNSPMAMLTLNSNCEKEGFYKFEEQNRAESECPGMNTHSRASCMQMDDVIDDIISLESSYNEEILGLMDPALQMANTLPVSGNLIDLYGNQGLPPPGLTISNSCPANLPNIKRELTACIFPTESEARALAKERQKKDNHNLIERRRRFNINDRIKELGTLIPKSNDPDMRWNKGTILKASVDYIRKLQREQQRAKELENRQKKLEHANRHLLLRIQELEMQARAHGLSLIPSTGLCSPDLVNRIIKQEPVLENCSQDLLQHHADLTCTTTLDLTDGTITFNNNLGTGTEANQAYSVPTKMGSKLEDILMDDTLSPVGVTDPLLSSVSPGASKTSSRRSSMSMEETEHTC
TEAD-YAP block: TEAD-YAP interaction inhibition, primary screen, TEAD-YAP interaction inhibitor project, luminescence, HEK-TIYL cells; TEAD-Gal4/YAP UAS-luciferase luminescence; inhibition, % at 9.12 µM; actives 1.4% (n = 640,000); in the data active = inhibition above about 32%;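 also: 0% = median of test compound wells and 100% = reference inhibitor wells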
* marks the source's active call; other numbers are inactive results; . = not tested or not shown; & = joins results of further samples. No enrichment for hits (roughly 3.4% active in at least one column).

SMILES,FBW7 act,GPR151 activ,MITF primary,TEAD-YAP block
O=C(N/N=C/c1cc([N+](=O)[O-])ccc1O)c1cccc(N2CCCC2=O)c1,-0.9,0.9,21,-4
O=C(Nc1cccc(Br)c1)Nc1nnc(N2CCCCC2)s1,-0.1,2.3,-2,-10
COc1cc2c(cc1OC)C(=O)NC(C)(C)C2,0.0,0.5,1,-9
O=C(OCC(=O)N1CCCCCC1)c1cc(=O)c2ccccc2o1,0.0,0.5,-1,1
O=S(=O)(NC1CCCCCCC1)c1ccc(Br)s1,0.5,-0.4,6,5
NC(=O)/C(=C/c1ccc(O)cc1)NC(=O)c1ccco1,0.1,0.6,1,10
N#Cc1ccc(NC(=O)COC(=O)COc2ccccc2C#N)cc1,0.2,0.2,4,-12
CCCCNC(=O)C1C2C=CC3(CN(Cc4ccccc4Cl)C(=O)C13)O2 (stereo not given),0.0,5.7*,-4,6
COC(=O)CNC(=O)C(NC(=O)OC(C)(C)C)C(C)C (stereo not given),0.0,1.2,-2,0
CCN(C(=O)c1ccc(N2CC3CC(C2)c2cccc(=O)n2C3)c(NC(=O)c2ccc(Br)o2)c1)c1cccc(C)c1 (stereo not given),-0.1,1.4,-3,3
CCOC(=O)c1c(NC(=O)c2ccc(S(=O)(=O)N(CC(C)C)CC(C)C)cc2)sc2c1CCN(C)C2,0.0,-1.3,-7,12
Nc1nc2n(n1)C(=O)CC(c1ccccc1[N+](=O)[O-])N2 (stereo not given),0.0,-0.1,-7,-7
CCCn1c(=NC(=O)c2ccco2)c(C(=O)OCC)cc2c(=O)n3ccccc3nc21,-0.3,-0.7,17,-4
CCc1cc2c(=O)[nH]cnc2s1,-0.2,-0.4,1,2
COc1ccc(C(=O)NC2C(=O)NNC2c2cc(OC)c(OC)cc2[N+](=O)[O-])cc1 (stereo not given),-0.3,2.7,1,9
Cc1ccc(NC(=S)NCCN2CCOCC2)cc1,0.0&0.2,4.4&-0.1,8&6,11&3
O=C(CSc1nc(N2CCCCC2)nc2ccccc12)Nc1ccc2c(c1)OCO2,1.1,-0.3,18,-7
CC(C)N(CCNc1nc(-c2ccc(N3CCN(C)CC3)cc2)nc2c1ncn2C1CCCCC1)C(C)C,0.0,-0.2,4,-1
O=C(CSC1=NCCS1)c1ccc(Br)cc1,-0.1,0.6,-7,-30
COc1cc2c(c(OC)c1)C(c1ccccc1[N+](=O)[O-])CC(=O)N2 (stereo not given),-0.1,0.0,-4,6
CCOC(=O)c1ccc(N2C=C(C(=O)OC)C(c3ccc(O)cc3)C(C(=O)OC)=C2)cc1,-0.1,3.2,-5,0
O=C(CN1CCN(Cc2cccc(Cl)c2)C1=O)N1CCCC1,0.7,-0.9,0,6
O=C(N[C@H]1C[C@H]2C(=O)N[C@@H](CO)C(=O)N2C1)c1cccs1,0.8,-1.4,23,3
CNc1c(NS(=O)(=O)c2ccc3c(c2)CCCC3)c(=O)oc2ccccc12,0.6,-1.4,1,-13
OC1CCC(Nc2nc(NC3CCN(Cc4ccccc4)CC3)c3ncn(Cc4ccc(C(F)(F)F)cc4)c3n2)CC1 (stereo not given),0.0,2.9,2,49*
O=C(C1CCN(Cc2cc(Cl)ccc2O)CC1)N1CCN(Cc2ccccc2)CC1,0.1,0.9,59*,6
CCOC(=O)C1=C(C)Nc2ncnn2C1c1ccc([N+](=O)[O-])cc1 (stereo not given),1.1,-1.8,10,2
O=C(Cc1ccccc1)N1CCN(S(=O)(=O)N2CCCCC2)CC1,0.5,-0.1,14,8
COc1ccc(N2CCN(c3ncnc4sc(C(=O)Nc5ccc(C)c(F)c5)c(C)c34)CC2)cc1,-0.2,1.6,1,0
Cc1ccccc1OCC(=O)N1CCOCC1,-0.1,-0.4,-1,-7
COC(=O)c1sccc1NC(=O)c1noc2c1COc1ccccc1-2,-0.1,0.0,5,-9
N#CC1=C(N)SC(N)=C(C#N)C1c1ccc([N+](=O)[O-])s1,-0.6,1.7,3,10
CC(=O)N1CCc2cc(Br)cc(S(=O)(=O)N3CCCC3)c21,0.1,1.2,8,-12
Nc1ccc2nc3c4ccccc4c(=O)c(Cl)c-3oc2c1,0.1,0.0,27,-20
COc1ccc(-c2nn(C3CC(=O)C4OCC3O4)c(=S)n2C)cc1OC (stereo not given),-0.1,-0.1,15,-7
CCN1CCN(c2cc(C)c3cc(NC(=O)C4CCCO4)ccc3n2)CC1 (stereo not given),1.0,-1.9,15,-7
Cc1cc(C)c(NC(=O)c2ccccc2C(=O)O)c(C)c1,-0.2,-0.3,3,-7
CCc1ccc2oc(-c3ccc(C)c(NC(=O)CC(C)C)c3)nc2c1,-0.2,-0.5,-11,1
CC(C)NC(=O)CCC(=O)Nc1nc(-c2cc3ccccc3oc2=O)cs1,0.3,0.2,6,4
O=C(c1ccco1)N1CCN(c2ccc([N+](=O)[O-])cc2)CC1,0.1,-0.8,15,-10
O=C(CC(Nc1ccccc1)C(=O)O)c1ccccc1 (stereo not given),0.0,-0.4,-13,-13
O=C(/C=C/c1ccc(-c2cccc(C(F)(F)F)c2)o1)c1cccs1,0.1,0.6,-11,-1
COc1ccc(NC(=O)C(C)n2cnc3ccccc3c2=O)cc1 (stereo not given),0.0,1.3,7,9
C[C@@H](OCc1ccccc1)[C@@H]1NC(=O)[C@H]2CN(Cc3ccc(F)c(F)c3)CCN2C1=O,-0.2,-0.8,-12,-14
Cc1ccccc1NC(=O)Cc1nc(CSc2n[nH]c(N)n2)cs1,-0.1,-1.6,6,4
O=C(N/N=C/c1ccco1)c1ccc(CN2c3cccc4cccc(c34)S2(=O)=O)cc1,0.8,-0.5,4,2
COc1ccc(C(O)(C(=O)NN(C(=O)c2ccccc2)c2ccccc2C)c2ccc(OC)cc2)cc1,0.2,1.5,11,9
COc1ccc(-c2nnc3ccc(SCC(=O)NC4CCCC4)nn23)cc1OC,0.1,0.5,4,-15
Cc1ccc(NC(=O)Cn2cc(S(=O)(=O)c3ccccc3)c(=O)c3cc(C)ccc32)cc1,-0.2,-0.4,-7,-1
O=C(CN1C(=O)NC2(CCCCCC2)C1=O)Nc1ccc([N+](=O)[O-])cc1,0.6,-1.5,5,24

Arranged by SMILES length (ascending): 3 of the compounds above.
SMILES,FBW7 act,GPR151 activ,MITF primary,TEAD-YAP block
COc1ccc(NC(=O)C(C)n2cnc3ccccc3c2=O)cc1 (stereo not given),0.0,1.3,7,9
O=C(/C=C/c1ccc(-c2cccc(C(F)(F)F)c2)o1)c1cccs1,0.1,0.6,-11,-1
C[C@@H](OCc1ccccc1)[C@@H]1NC(=O)[C@H]2CN(Cc3ccc(F)c(F)c3)CCN2C1=O,-0.2,-0.8,-12,-14

2 of these compounds in a different format.
smiles: O=C(/C=C/c1ccc(-c2cccc(C(F)(F)F)c2)o1)c1cccs1
  FBW7 act: 0.1	GPR151 activ: 0.6	MITF primary: -11	TEAD-YAP block: -1
smiles: C[C@@H](OCc1ccccc1)[C@@H]1NC(=O)[C@H]2CN(Cc3ccc(F)c(F)c3)CCN2C1=O
  FBW7 act: -0.2	GPR151 activ: -0.8	MITF primary: -12	TEAD-YAP block: -14

Later entries:
SMILES,FBW7 act,GPR151 activ,MITF primary,TEAD-YAP block
COc1cc(NC(=O)CCCc2ccccc2)cc(OC)c1,1.7,-1.2,23,-35
CCN1CCN(C(=S)Nc2cccc([N+](=O)[O-])c2)CC1,-0.1,-1.9,-16,-3
O=C(NCCOc1ccccc1)c1cc(NCc2cccnc2)nc2ccccc12,-0.2,-3.0,-2,-5
c1cncc(Nc2nc(Nc3ccc(N4CCOCC4)cc3)c3ncn(-c4ccsc4)c3n2)c1,0.3,-1.0,15,9
CCc1cccc(C)c1NC(=O)C1CCCN1S(=O)(=O)c1cccc2nsnc12 (stereo not given),-0.1,0.4,6,8
COc1ccccc1-n1c(SCC(=O)N2CCCCC2)nc2cccnc21,0.0,0.3,10,-3
O=C(OCC#CCSc1nc2ccccc2o1)c1ccc(Br)cc1,0.7,-0.7,11,-4
CC(=O)N1CCN(CCNC(=O)c2cccc(-n3ncc4cc(Nc5cccc(C)c5Cl)ccc43)c2)CC1,-0.1,0.8,-3,22
OCc1c(-c2ccc(Cl)cc2)nc2sc3c(n12)CCCC3,0.2,-1.7,2,-50
Cc1ccc2nc(NS(=O)(=O)c3ccc(Cl)cc3)c(NCCO)nc2c1,0.1,-0.1,16,10
CN(C)S(=O)(=O)c1cccc(COC(=O)C2=NNC(=O)CC2)c1,-0.1,3.4,-2,-9
CC1CCCCN1c1c(-c2ccc3c(c2)OCC(=O)N3)c(=O)c1=O (stereo not given),0.0,-2.1,11,3
CCCCC1=NN2C(=N)/C(=C/c3cc(OC)c(OC)c(OC)c3)C(=O)N=C2S1,-0.1,0.4,-13,-8
O=S(=O)(NCC(c1cccnc1)N1CCN(c2ccccc2)CC1)c1ccccc1 (stereo not given),0.0,0.4,16,-8
Cc1cc(Cl)ccc1OCC(=O)NCCC1=CCCCC1,0.1,0.3,3,20
COc1ccc(-n2c(SCC(=O)NCCc3ccccc3)nc3n[nH]c(C)c3c2=N)cc1,0.0,-0.2,2,-4
CN1CCN(C(c2ccc(N(C)C)cc2)c2nnnn2CCc2ccccc2)CC1 (stereo not given),0.2,0.0,9,3
C=CCOc1ccc(/C=C(\C#N)C(=O)Nc2ccccn2)cc1,0.0,1.5,8,1
COc1cc(/C=N/NC(=O)CC#N)ccc1Oc1nc(Cl)ncc1F,0.3,0.0,4,2
O=C(COc1ccc2ccccc2c1)NN1C(=O)c2ccccc2C1=O,0.2,0.5,14,11
COc1cc2c(cc1OC)C(c1cccc([N+](=O)[O-])c1)=NCC2,-0.1,1.2,3,5
CCc1ccc2[nH]c(=O)c(CN(CCO)C(=O)c3ccco3)cc2c1,0.0,-1.9,9,-3
Cc1ccc([N+](=O)[O-])cc1NC(=O)c1cnccn1,0.2,0.1,23,10
O=C1NC2(CCN(C(=O)c3cc(C4CC4)nc4ccccc34)CC2)Oc2ccccc21,0.1,0.5,2,-5
CC(C)CC(=O)N=C1N=C2C=CC(Br)=CN2Cc2ccccc21,0.3,-2.0,4,-43
Cn1nnc2cc(NC(=O)Nc3ccc(Br)cc3)ccc21,0.0,5.9*,0,-92
COc1ccc2nc(SCC(=O)Nc3nnc(C)s3)c(C#N)cc2c1,0.1,-1.1,12,-6
Fc1ccc(-c2cnc(NCCc3ccccc3)nc2)cc1,-0.1,2.4,10,-43
Cc1ccc(-n2c(=O)c3cc4c(=O)n(-c5ccc(C)c(C)c5)c(=O)c4c(C(=O)c4ccccc4)c3c2=O)cc1C,0.1,1.5,3,9
Cc1cccc(N2C(=O)Cc3ccccc3C2=O)c1,-0.1,0.3,2,1

Profiles from above. Order of screens: FBW7 act | GPR151 activ | MITF primary | TEAD-YAP block
C[C@@H](OCc1ccccc1)[C@@H]1NC(=O)[C@H]2CN(Cc3ccc(F)c(F)c3)CCN2C1=O is listed with -0.2 | -0.8 | -12 | -14
Cc1cc(C)c(NC(=O)c2ccccc2C(=O)O)c(C)c1 is listed with -0.2 | -0.3 | 3 | -7

(more compounds)
SMILES,FBW7 act,GPR151 activ,MITF primary,TEAD-YAP block
O=C(CCCSc1ccccc1)Nc1ccc2ncsc2c1,-0.1,0.2,2,-16
CCn1c(=O)c2cc(C(=O)NC3CC3)sc2c2ccccc21,-0.1,0.9,-9,9
COc1ccccc1NC(=O)C1=C(C)NC(SCC(=O)Nc2ccc(Br)cc2)=C(C#N)C1c1ccccc1Cl (stereo not given),-0.2,1.3,-8,2
COc1ccc([C@@H]2CC(=O)c3c(O)cc(O)cc3O2)cc1O,.,-3.0,4,.
CCOC(=O)c1sc2nc(C)n(CC(=O)Nc3ccc(F)cc3F)c(=O)c2c1C,0.2,0.0,14,7
COc1ccc(CNC(=O)C2C3C=CC4(CN(Cc5cccnc5)C(=O)C24)O3)cc1 (stereo not given),0.1,-1.4,19,5
O=C(NC1CCCCC1)c1ccc(Cl)c(NC2=NC3CS(=O)(=O)CC3S2)c1 (stereo not given),0.1,-0.2,-4,6
CCc1ccc(Nc2nnc(-c3cc4ccc(O)cc4oc3=O)s2)cc1,0.3,1.7,-1,34*
Cc1cc2c(cc1C)C(c1cccc(Cl)c1Cl)CC(=O)N2 (stereo not given),-0.1,1.0,10,7

Reformatted field by field: two of the compounds above.
> COc1ccc([C@@H]2CC(=O)c3c(O)cc(O)cc3O2)cc1O
- FBW7 act = .
- GPR151 activ = -3.0
- MITF primary = 4
- TEAD-YAP block = .

> O=C(NC1CCCCC1)c1ccc(Cl)c(NC2=NC3CS(=O)(=O)CC3S2)c1 (stereo not given)
- FBW7 act = 0.1
- GPR151 activ = -0.2
- MITF primary = -4
- TEAD-YAP block = 6
